APOBEC3A inh – human APOBEC3A DNA deaminase inhibition. inhibition, % at 20 µM. recombinant A3A, FAM/TAMRA ssDNA deamination fluorescence. 330,000 compounds, 0.41% hits;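 active = at least 40% inhibition at 20 µM here, with at most 30% in a related deaminase screen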;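 also: plate controls were A3A with DMSO for no effect and wells lacking A3A enzyme for full effect; some results filed as inactive read as strong as hits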
Target sequence (P31941 whole entry, looked up): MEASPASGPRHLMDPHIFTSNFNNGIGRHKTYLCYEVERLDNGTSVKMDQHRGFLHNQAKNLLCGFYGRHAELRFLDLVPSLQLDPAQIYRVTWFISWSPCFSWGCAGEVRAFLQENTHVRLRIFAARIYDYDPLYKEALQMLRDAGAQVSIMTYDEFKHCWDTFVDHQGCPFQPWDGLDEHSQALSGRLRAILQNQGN
mIAP block – mouse IAP inhibition; purified mouse IAP, CDP-Star luminescence, 30 min; inhibition, % at 10 µM; 330,000 compounds, 0.2% hits; AID 2806;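 active = inhibition of at least 40% at 10 µM in the primary screen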;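 also: plate controls were DMSO with enzyme for no effect and no enzyme wells for full effect; values of inactives mirror those of a sister screen read the other way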
hIAP inh – human IAP inhibition; P09923; purified IAP, CDP-Star luminescence, 30 min; inhibition, % at 10 µM; 330,000 compounds, 0.12% hits; AID 2544;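 active = inhibition reaching a set limit with compound at 10 µM in the primary screen, cut at about 35% in these data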;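 also: plate controls were DMSO wells with enzyme for no effect and no-enzyme buffer wells for full effect; values of inactives mirror those of a sister screen read the other way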
HKDC1 inh – HKDC1 (human) hexokinase inhibition; inhibition, % at 20 µM; 340,000 compounds, 0.16% hits; recombinant HKDC1, G6PDH/diaphorase resazurin coupled fluorescence;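 active = inhibition above about 35% when tested at 20 µM, limit read from the data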;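 also: plate controls were DMSO wells with enzyme for no effect and DMSO wells lacking enzyme for full effect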
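Incubation: 90 min at room temperature in dark / Material: recombinant HKDC1 (HK5) hexokinase enzyme, produced in-house / Quantity: enzyme 5 µg/mL final / Compound: one dose of 20 µM, 1% DMSO / Reagent: glucose and ATP substrates / Buffer or medium: Tris pH 8.0 buffer with MgCl2, Tween-20, BSA, BME / Technique: resorufin fluorescence at 613 nm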
mIAP activ – mouse IAP activation. muIAP, CDP-Star luminescence, 30 min; active compounds read high; 1 = vehicle-only enzyme signal, 0 = enzyme-free wells. 330,000 compounds, 0.24% hits. activation factor at 10 µM;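 active = activation factor of at least 2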; also: the source names both 10 and 20 µM as test concentration; values of inactives mirror those of a sister screen read the other way
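System: mouse IAP enzyme. Reagent: CDP-Star chemiluminescent phosphatase substrate. Benchmarks: DMSO wells, no-enzyme wells. Times: 30 min enzyme-substrate-compound incubation at room temperature. Detection: luminescence from enzymatic CDP-Star hydrolysis. Doses: test compounds delivered from DMSO solution.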
ATG4B inh – inhibitors of human ATG4B cysteine protease | inhibition, % at 8.33 µM | 340,000 compounds, 0.51% hits | ATG4B cleavage of LC3-PLA2, NBD-HPC fluorescence, 1 h | AID 504462; in the data active = inhibition above about 40%
Target sequence (Q9Y4P1 whole entry, looked up): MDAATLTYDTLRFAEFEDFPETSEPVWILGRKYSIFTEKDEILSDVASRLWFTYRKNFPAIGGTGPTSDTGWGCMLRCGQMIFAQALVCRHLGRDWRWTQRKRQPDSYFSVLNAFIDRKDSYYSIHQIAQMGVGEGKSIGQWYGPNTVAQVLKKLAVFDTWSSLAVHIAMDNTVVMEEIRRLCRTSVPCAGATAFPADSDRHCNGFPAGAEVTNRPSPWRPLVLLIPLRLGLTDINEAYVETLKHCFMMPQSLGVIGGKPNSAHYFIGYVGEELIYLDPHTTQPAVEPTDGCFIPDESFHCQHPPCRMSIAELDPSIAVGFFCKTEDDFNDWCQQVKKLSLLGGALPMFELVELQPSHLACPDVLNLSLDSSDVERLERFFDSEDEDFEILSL
PfG6PD inh – PfG6PD (Plasmodium falciparum) enzyme inhibition. 350,000 compounds, 0.78% hits. PfGluPho enzyme, NADPH resazurin-diaphorase fluorescence. AID 504690. inhibition, % at 20 µM;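 active = inhibition reaching at least a set limit at 20 µM in the primary screen, cut at about 59% in these data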;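 also: 0% = DMSO wells with substrate and 100% = DMSO wells lacking glucose-6-phosphate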
hIAP act – human IAP activation; P09923; purified human IAP, CDP-Star luminescence, 30 min; active compounds read high; 1 = vehicle-only enzyme, 0 = enzyme-free background; activation factor at 10 µM; AID 2524; 330,000 compounds, 0.16% hits;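 active = activation factor of the enzyme at least 2-fold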; also: the source names both 10 and 20 µM as test concentration; values of inactives mirror those of a sister screen read the other way
* marks the source's active call; other numbers are inactive results.

SMILES	APOBEC3A inh	mIAP block	hIAP inh	HKDC1 inh	mIAP activ	ATG4B inh	PfG6PD inh	hIAP act
CCOC(=O)c1ccc(NC(=O)CN2CCN(C(=O)C3CCCO3)CC2)cc1 (configuration not stated)	-7	7	-16	-6	0.93	10	-11	1.2
Cc1cc(O)c(NC(=O)c2cc([N+](=O)[O-])ccc2Cl)cc1C	1	5	2	-9	0.95	-2	9	0.98
Cn1c(/N=C/c2ccc3c(c2)OCO3)nc2ccccc21	-6	-6	1	2	1.1	14	-4	0.99
Cc1nn(-c2cc(N3CCCC3)ccc2[N+](=O)[O-])c(=O)c2ccccc12	3	16	0	1	0.84	-2	-5	1
COC(=O)CCC(=O)c1oc2ccc(Cl)cc2c1NC(=O)CCCN1C(=O)c2ccccc2C1=O	-5	4	-12	-3	0.96	-5	5	1.1
Cc1ccc(NC(=O)N2CCN(Cc3ccc4c(c3)OCO4)CC2)cc1	2	3	3	-4	0.97	-8	-11	0.97
CC(=O)c1ccc(N2CCN(CC(=O)N(CC(C)C)c3c(N)n(CC(C)C)c(=O)[nH]c3=O)CC2)cc1	8	-13	-16	1	1.1	2	-19	1.2
O=C(NC1(C(F)(F)F)N=C(c2ccccc2)NC1=O)c1ccccc1 (configuration not stated)	4	6	-4	-9	0.94	-1	-9	1
COC(=O)CNC(=O)c1cc(OC)cc(OC)c1	3	2	-5	-2	0.98	-7	6	1.1
Cc1cc(C)n(-c2nc3ccccc3s2)n1	-5	12	-10	4	0.88	7	-1	1.1
Cc1ccc(S(=O)(=O)Nc2nnc(CC(C)(C)C)s2)cc1	-2	7	0	-5	0.93	-3	16	1
O=C(NC1CCN(Cc2ccccc2)CC1)c1ccc(N2CC3CC(C2)c2cccc(=O)n2C3)c([N+](=O)[O-])c1 (configuration not stated)	-1	0	15	7	1	-4	6	0.85
Cc1cc(N2CCOCC2)n2ncc(-c3ccccc3)c2n1	-2	-3	24	-7	1	3	2	0.76
COc1ccc(C)cc1S(=O)(=O)Nc1ccc(F)c(Cl)c1	-12	4	4	-5	0.96	-8	2	0.96
COc1ccc(N(C(=O)C(C)C)S(=O)(=O)c2cccc([N+](=O)[O-])c2)cc1	1	-16	14	-7	1.2	2	9	0.86
COc1ccc(OCC(=O)Nc2ccc3c(c2)nc(CCN2CCOCC2)n3C)cc1	-2	1	-3	1	0.99	-4	4	1
Cn1c(N)c(C(=O)COC(=O)CCc2nc3ccccc3s2)c(=O)n(C)c1=O	3	-8	1	11	1.1	-3	-9	0.99
CCc1nnc(NC(=O)C(=O)NCCOC(=O)c2ccccc2)s1	7	7	-11	-13	0.93	-4	-12	1.1
CCc1ccc(N(CC(=O)NCc2cccnc2)S(=O)(=O)c2ccccc2)cc1	9	-3	-1	2	1	0	-9	1
Cc1cc(=O)[nH]c(SCC(N)=O)c1C#N	1	4	1	5	0.96	2	3	0.99
NC(=O)c1nsc(C(=O)N(c2ccc(F)cc2)C(C(=O)NC2CCCC2)c2ccncc2)c1N (configuration not stated)	3	-4	-7	-2	1	6	7	1.1
CCn1c(NC(=O)c2ccccc2)nc2ccccc21	-2	2	0	-4	0.98	-1	-1	1
CC(C)=CC1C(C(=O)Nc2ccc(Br)cn2)C1(C)C (configuration not stated)	-5	1	-24	0	0.99	0	32	1.2
O=C(CSCc1cc(=O)n2ccsc2n1)Nc1ccc(F)cc1	-1	5	12	4	0.95	-1	5	0.88
COC(=O)c1ccc2c(c1)C(=O)/C(=C/c1ccc(C)cc1)O2	1	0	16	-6	1	3	2	0.84
Cn1cc(Br)c(C(=O)NC(=S)N2CCN(c3ccccn3)CC2)n1	-4	-19	-4	-11	1.2	-6	-5	1
Cc1cccc(OCC(=O)Nc2ccccc2F)c1	4	-3	-17	-7	1	-7	9	1.2
CC1CCCN(C(=O)NC2CC(=O)N(c3ccc4c(c3)OCCO4)C2)C1 (configuration not stated)	-3	0	15	-5	0.99	-12	8	0.85
CC1CC(C)CN(S(=O)(=O)c2cccc3nonc23)C1 (configuration not stated)	-4	8	9	1	0.92	0	-6	0.91
Cc1ccc(OC(C)C(=O)Nc2ccccc2C(=O)N2CCOCC2)cc1 (configuration not stated)	-2	-7	-20	-9	1.1	-2	9	1.2

For reference, five of the compounds above.
SMILES	APOBEC3A inh	mIAP block	hIAP inh	HKDC1 inh	mIAP activ	ATG4B inh	PfG6PD inh	hIAP act
COC(=O)c1ccc2c(c1)C(=O)/C(=C/c1ccc(C)cc1)O2	1	0	16	-6	1	3	2	0.84
Cn1cc(Br)c(C(=O)NC(=S)N2CCN(c3ccccn3)CC2)n1	-4	-19	-4	-11	1.2	-6	-5	1
Cc1cccc(OCC(=O)Nc2ccccc2F)c1	4	-3	-17	-7	1	-7	9	1.2
CC1CCCN(C(=O)NC2CC(=O)N(c3ccc4c(c3)OCCO4)C2)C1 (configuration not stated)	-3	0	15	-5	0.99	-12	8	0.85
CC1CC(C)CN(S(=O)(=O)c2cccc3nonc23)C1 (configuration not stated)	-4	8	9	1	0.92	0	-6	0.91

Next part.
SMILES	APOBEC3A inh	mIAP block	hIAP inh	HKDC1 inh	mIAP activ	ATG4B inh	PfG6PD inh	hIAP act
COc1ccc(CCNC(=O)CSc2nc(-c3ccco3)cc(C(F)(F)F)n2)cc1	0	2	0	8	0.98	-5	12	1
COc1cccc(C(=O)Nc2cc(=O)n(C)c(=O)n2C)c1	-1	5	8	-8	0.95	0	1	0.92
N=c1n(Cc2ccc(Cl)cc2)c2ccccc2n1CC(O)c1ccco1 (configuration not stated)	5	11	10	-3	0.89	6	8	0.9
c1ccc(CCc2nn3c(-c4ccncc4)nnc3s2)cc1	7	16	5	-11	0.84	-7	35	0.95
CC(=O)N1CC(=O)N(c2ccccc2)C1=O	-7	6	2	-2	0.94	-3	-5	0.98
COc1cccc(-n2c(C)cc(/C=C3\C(=N)N4N=C(CC(=O)N5CCOCC5)SC4=NC3=O)c2C)c1	-4	0	-12	10	1	12	-38	1.1
O=C(Nc1cccc(OCC(=O)N2CCOCC2)c1)c1ccc(C(F)(F)F)cc1	-3	8	13	4	0.92	-5	-9	0.87
Cc1ccc(N2C(=O)CS(=O)(=O)CC2=O)cc1	0	-2	-12	12	1	12	-17	1.1
CC(NC(=O)c1ccc([N+](=O)[O-])o1)C1CC2CCC1C2 (configuration not stated)	1	3	-13	3	0.97	-5	-2	1.1
Cn1nnnc1NCc1ccc(Cl)cc1	-1	2	4	-1	0.98	4	-2	0.96
CC(NC(=O)COC(=O)c1ccccc1SCC(=O)N1CCCC1)c1ccccc1 (configuration not stated)	-3	8	9	0	0.92	-5	12	0.91
COc1cc(C(CCN2CCCCC2)c2c(OC)cc(OC)c3c(-c4ccccc4)cc(=O)oc23)cc(OC)c1OC (configuration not stated)	-3	6	9	2	0.94	9	4	0.91
Cc1ccc(OCC(=O)Nc2ccc3c(c2)nc(CCN2CCC(C)CC2)n3C)cc1	-4	-6	-11	3	1.1	5	3	1.1
O=C(CSc1ncn[nH]1)N/N=C/c1ccc(C(F)(F)F)cc1	0	15	-20	2	0.85	-8	-3	1.2
COCCSc1ccccc1C(=O)NCCCn1ccnc1	4	-4	1	-9	1	-6	25	0.99

Four compounds picked at random from those above:
SMILES	APOBEC3A inh	mIAP block	hIAP inh	HKDC1 inh	mIAP activ	ATG4B inh	PfG6PD inh	hIAP act
COCCSc1ccccc1C(=O)NCCCn1ccnc1	4	-4	1	-9	1	-6	25	0.99
COc1cccc(-n2c(C)cc(/C=C3\C(=N)N4N=C(CC(=O)N5CCOCC5)SC4=NC3=O)c2C)c1	-4	0	-12	10	1	12	-38	1.1
COc1cccc(C(=O)Nc2cc(=O)n(C)c(=O)n2C)c1	-1	5	8	-8	0.95	0	1	0.92
COc1ccc(CCNC(=O)CSc2nc(-c3ccco3)cc(C(F)(F)F)n2)cc1	0	2	0	8	0.98	-5	12	1

(listing goes on)
SMILES	APOBEC3A inh	mIAP block	hIAP inh	HKDC1 inh	mIAP activ	ATG4B inh	PfG6PD inh	hIAP act
Cc1cc(C(=O)NC2CCCC2)on1	-2	-7	8	-8	1.1	4	0	0.92
C=CCNc1nnc(Cc2ccc(C(C)C)cc2)c(=O)[nH]1	-3	6	-5	-2	0.94	-10	5	1
CN1OC2C(=O)N(c3ccccc3)C(=O)C2C1c1ccc(F)cc1 (configuration not stated)	-6	-5	-12	1	1	-7	-9	1.1
CCOC(=O)c1cnc(SCc2nc(N)nc(Nc3ccc(C)cc3)n2)nc1N	-1	8	-2	10	0.92	24	25	1
